Screening results: PubChem BioAssay, Columbia University Molecular Screening Center
E-sel TNF inh: TNF alpha driven E-selectin expression inhibition; HUVEC TNFa-induced E-selectin immunofluorescence, high content; inhibition, % at 2 µM; 120,000 tested, 0.71% active;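 active = inhibition above the batch mean plus 3 SD, and confirmed as a hit on visual image review, cut at about 43% in these data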;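 also: 0% = TNF-stimulated DMSO wells and 100% = unstimulated control wells; not every result past the cut was called active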
* hit, by the source's call. A portion of the library; the hit share may differ from the screen's.

SMILES	E-sel TNF inh
CCCCn1c(SCC(=O)NNC(=O)c2ccco2)nnc1-c1ccco1	-19
COc1ccc(C(O)(CCc2ccccc2)CCN2CCCCC2)cc1 (centres undefined)	10
O=C(Nc1cccc(S(=O)(=O)NC2=NCCCCC2)c1)C1COc2ccccc2O1 (centres undefined)	-11
Cc1cccc(C(=O)N[C@H](C(=O)Nc2nc3ccccc3[nH]2)C(C)C)c1	18
COc1ccc(CCNC(=O)CC2SC(=Nc3cc(C)cc(C)c3)NC2=O)cc1OC (centres undefined)	-40
O=C(O)C1=C(C(=O)Nc2cccc(C(F)(F)F)c2)CCCC1	10
O=C(NNc1ccc([N+](=O)[O-])cc1)c1ccccc1F	-16
CCN(Cc1ccncc1)C(=O)CCc1nnc(CCC2CCCCC2)o1	33
CC(C)NCC(O)(c1ccc(Cl)cc1)c1ccc(Cl)cc1	-1
Cc1cc(C)nc(SCc2ccc(C(=O)N/N=C/c3cccnc3)cc2)n1	-49
COc1ccccc1NC(=O)c1ccc(NC(=O)CN2C(=O)CN(C)C2=O)cc1	-34
O=C(NCc1ccco1)/C(=C/C=C/c1ccccc1)NC(=O)c1ccco1	-31
CCC(=O)Nc1cccc(NC(=S)NC(=O)c2ccc(C)cc2)c1	-1
COC(=O)C1=CN(CC2CCCO2)C=C(C(=O)OC)C1c1cccc(O)c1 (centres undefined)	-13
O=C(O/N=C(/c1ccccc1)c1ccncc1)c1ccc(F)cc1	-21

Reprinted at random: six compounds from above, in no set order.
SMILES	E-sel TNF inh
CCN(Cc1ccncc1)C(=O)CCc1nnc(CCC2CCCCC2)o1	33
COc1ccccc1NC(=O)c1ccc(NC(=O)CN2C(=O)CN(C)C2=O)cc1	-34
O=C(O/N=C(/c1ccccc1)c1ccncc1)c1ccc(F)cc1	-21
CCC(=O)Nc1cccc(NC(=S)NC(=O)c2ccc(C)cc2)c1	-1
CC(C)NCC(O)(c1ccc(Cl)cc1)c1ccc(Cl)cc1	-1
Cc1cc(C)nc(SCc2ccc(C(=O)N/N=C/c3cccnc3)cc2)n1	-49

Back to the main list; the 2 compounds before the break are reprinted first.
SMILES	E-sel TNF inh
COC(=O)C1=CN(CC2CCCO2)C=C(C(=O)OC)C1c1cccc(O)c1 (centres undefined)	-13
O=C(O/N=C(/c1ccccc1)c1ccncc1)c1ccc(F)cc1	-21
CCOC(=O)CSc1nnc(NC(=O)NC(C)C)s1	-70
O=C(Nc1ccc(F)cc1F)C1(c2cccs2)CCOCC1	14
C=CCNC(=S)N/N=C/c1ccc(-c2cccc([N+](=O)[O-])c2)o1	-11
Cc1sc2ncnc(NCCCN3CCCC3=O)c2c1C	15
COc1ccc(S(=O)(=O)N2CCOCC2)cc1NC(=O)[C@@H]1CCCN1C(=O)c1cccs1	-62
O=C(c1ccc(S(=O)(=O)N2CCc3ccccc3C2)cc1)N1CCCCC1	18
Cc1ccc(S(=O)(=O)N2CCCCC2)cc1NC(=O)C1CCCO1 (centres undefined)	-16
COCCN(Cc1ccccc1)C(=S)Nc1ccc(Cl)cc1	16
N=C(N)c1ccc(O)cc1	-27
O=C(O)Cc1sc(Nc2ccc(F)cc2)nc1-c1cccs1	-13
CCN(C(=O)Cc1c(C(=O)O)n(C)c2ccccc12)c1ccc(F)cc1	-16
O=C(COc1ccc(Br)cc1CNC1CCCCC1)NCCc1ccccc1	18
Cc1cccc(OCC(=O)Nc2ccc(S(=O)(=O)Nc3ccccn3)cc2)c1	-18
Cc1ccc(/C=N/Nc2ccc(C(=O)O)cc2)s1	-11
O=C(NCCc1nnc2ccc(NCc3ccccc3Cl)nn12)c1ccccc1	-2

A different layout for part of the listing above.
E-sel TNF inh | Molecule
10 | COc1ccc(C(O)(CCc2ccccc2)CCN2CCCCC2)cc1 (centres undefined)
-40 | COc1ccc(CCNC(=O)CC2SC(=Nc3cc(C)cc(C)c3)NC2=O)cc1OC (centres undefined)
-19 | CCCCn1c(SCC(=O)NNC(=O)c2ccco2)nnc1-c1ccco1

Continuation:
SMILES	E-sel TNF inh
N#CC(C#N)=C(N)CSc1cccc[n+]1[O-]	-5
Cc1cccc(NC(=O)C2CCCN(S(=O)(=O)c3cccc4nonc34)C2)c1 (centres undefined)	-2
CCCCNC(=O)C(=O)N/N=C/c1ccc(OCc2ccccc2)cc1	-36
C=CCNC(=S)NNC(=O)c1ccncc1	13
CC1COC(C)(CC(=O)NN2C(=O)c3ccccc3C2=O)O1 (centres undefined)	5
O=c1[nH]c(=S)[nH]c2c1C(c1cc([N+](=O)[O-])c(N3CCOCC3)cc1N1CCOCC1)O2 (centres undefined)	-38
CCSc1ccc(C(=O)Nc2ccc(Br)cn2)cc1[N+](=O)[O-]	-4
O=C(O)C1CCN(C(=O)c2ccco2)CC1	28
CCCCn1c(N)c(N(CC)C(=O)c2cc(OC)cc(OC)c2)c(=O)[nH]c1=O	-25
COc1ccc(CN2CCN(C(=O)C3CCN(S(=O)(=O)c4cccs4)CC3)CC2)c(OC)c1OC	2
CN(CC(=O)N1CCOCC1)C(=O)CSc1nc2ccccc2s1	-5
COc1ccc(CNS(=O)(=O)NCc2ccccc2)cc1	0
COc1ccc(CCNC(=O)Cn2c(=O)n(-c3ccc(F)cc3F)c(=O)c3sccc32)cc1OC	6
Cn1c(N)c(C(=O)COC(=O)c2ncc(Cl)c(Cl)c2Cl)c(=O)n(C)c1=O	-1
COc1cccc(CN2CCNC(=O)C2CC(=O)NCCc2cccc(C)n2)c1OC (centres undefined)	-28
COc1ccccc1/C=C/C1C(C(=O)OCC(C)C)=C(C)N=C2SCCC(=O)N21 (centres undefined)	9
COc1ccc(NC(=O)COC(=O)Cc2c(F)cccc2Cl)cc1OC	-15
O=C(CSc1cccc2cccnc12)N/N=C/c1ccncc1	-17
CC(O)c1c(-c2ccccc2)nn(C)c1Cl (centres undefined)	-15
CC1C/C(=C/c2ccncc2)C(=O)/C(=C/c2ccncc2)C1 (centres undefined)	100*
O=C(c1ccc(Cl)nc1)N1CCN(S(=O)(=O)c2ccc(Cl)cc2)CC1	-48
CCN(Cc1ccccc1)C(=O)/C=C/c1ccccc1[N+](=O)[O-]	-21
CCCC(c1nnnn1Cc1ccc(F)cc1)N1CCN(C)CC1 (centres undefined)	-8
COc1ccc(N(C(=O)CNC(=O)c2ccco2)C(C(=O)NC2CCCC2)c2ccncc2)cc1 (centres undefined)	-23
NC(=O)C[n+]1ccc(/C=N/O)cc1	-7
Cc1ccc(CNC(=O)C2CCC(CNc3nc(=S)[nH]c4ccccc34)CC2)cc1 (centres undefined)	2
Cc1cc(=O)oc2cc(OCC(=O)OCC(=O)NC(=O)NC(C)C)ccc12	-15
CC1=CC(C)(C)N(C(=O)Nc2ccccc2)c2ccccc21	14
CCCCCCCCCCCC(=O)NC1CCS(=O)(=O)C1 (centres undefined)	-14
Cn1ccc(=NC=C(C#N)C#N)c2ccccc21	-77
CCCCOc1ccc(N(CC(=O)NC(C)C)C(=O)CCC(=O)Nc2ccccn2)cc1	0
CCOC(=O)N1CCN(CC(=O)N2c3ccccc3CCc3ccccc32)CC1	14
CC(C)S(=O)(=O)N1CCCC(C(=O)c2cccc(Cl)c2)C1 (centres undefined)	-20
O=c1c(Cl)c2oc3ccccc3nc-2c2ccccc12	-11
C=CC(=O)NC(C)(C)CCN1CCOCC1	1
O=C(CN1C(=O)C2CC=CCC2C1=O)OCc1cc(=O)n2cc(Br)ccc2n1 (centres undefined)	-22
CCc1ccc(N=c2c([N+](=O)[O-])nn(-c3ccc4c(c3)OCCO4)n2O)cc1	-21
COc1ccc(NC(C)=O)cc1NC(=O)c1ccc2ccccc2c1	6
CCCCNC1=CC(=O)C(=O)c2ccccc21	6
Cc1onc(-c2c(Cl)cccc2Cl)c1C(=O)N1CCN(c2ncccn2)CC1	5
CCCCCn1c(=O)[nH]c2cc(C(=O)NCc3ccccn3)ccc2c1=O	-42
Cc1nnc(SCc2ccc([N+](=O)[O-])cc2)o1	-26
Cc1ccccc1OCc1nc2ccccc2[nH]1	-10
COc1ccc(-n2nc([N+](=O)[O-])c(=NCc3ccco3)n2O)cc1	-11
Cc1ccccc1OCc1nc(-c2cccnc2)no1	-5
COc1cc(CN2CCNC(=O)C2CC(=O)N(C)Cc2ncc[nH]2)cc(OC)c1 (centres undefined)	-17
CCOC(=O)Cc1nnc(NC(=O)C2CCCCC2)s1	-26
CC(C)(C)NC(=S)NNC(=O)c1cccc(Br)c1	-58
CSCCC(NC(=O)c1ccc(C(C)(C)C)cc1)C(=O)O (centres undefined)	-22
CCN(CC)C(=O)Cn1cc(C(=O)C(=O)NCCc2ccc(S(N)(=O)=O)cc2)c2ccccc21	4
Cc1cc(NC(=O)C(=O)c2cn(C)c3ccccc23)no1	13
Cc1onc(-c2ccccc2)c1NC(=O)Nc1c(-c2ccccc2)noc1C	-20
Cc1ccc(NC(=O)COC(=O)/C=C/c2ccc(Br)o2)cc1S(=O)(=O)N(C)C	1
O=C(CSc1ccc2nnc(-c3ccncc3)n2n1)Nc1nccs1	-7
CCc1nnc(NC(=O)[C@@H](NC(=O)c2ccc(OC)cc2)C(C)C)s1	-29
O=C(CCc1ccc(S(=O)(=O)N2CCOCC2)cc1)N1CCc2ccccc2C1	-4
CSc1nc(S(=O)(=O)c2ccc(C)cc2)c(Cl)s1	-7
CC(=O)Oc1ccc(C(=O)OCC(=O)c2c(N)n(C)c(=O)n(C)c2=O)cc1OC(C)=O	-50
Cc1cc(O)c(NC(=O)c2ccc(C)c([N+](=O)[O-])c2)cc1C	-1
Cc1cccc(C)c1OC(=O)CCN1C(=O)C2C3C=CC(C4CC34)C2C1=O (centres undefined)	-14

More results:
SMILES	E-sel TNF inh
COc1cccc(C(=O)COC(=O)c2n[nH]c(=O)c3ccccc23)c1	3
C=CCOc1cccc(CNCCCN2CCOCC2)c1	-11
O=c1cc(N2CCCCC2)c(-c2ccccc2)n[nH]1	0
CN1CCN(C(=O)CSc2ccc(Cl)cc2)CC1	-3
CN(C(=O)c1ccccc1OC1CCN(S(C)(=O)=O)CC1)C1CCOC1 (centres undefined)	-15
CC1(C)CC(=O)C(N=Nc2cc(C(F)(F)F)ccc2Cl)=C(O)C1	-1
CCCNC(=S)N1CCN(c2nc(C)nc3sc4c(c23)CCCC4)CC1	0
CCCCc1nnc(NC(=O)CSc2nc(O)c(Cc3ccccc3)c(=O)[nH]2)s1	-3
O=C(O)CCCCCn1c(SCC(=O)Nc2ccc(F)cc2)nc2ccsc2c1=O	22
Cc1cccc(C)c1NC(=S)NCc1ccccc1	-12
CC(C)Cc1cc(C(=O)N2CCC(N3CCC(C(=O)N4CCOCC4)CC3)CC2)n[nH]1	-10
O=C(CCCc1nc2ccccc2s1)NC1CCOC1=O (centres undefined)	1
CN(Cc1ccccc1)S(=O)(=O)c1ccc(Cl)c(C(=O)NCCc2ccccn2)c1	-18
COC(=O)CCCSc1nccn1-c1ccccc1	-31
CCOC(=O)C1=C(COC(=O)C2(C)CC2(Cl)Cl)NC(=O)NC1c1ccccc1 (centres undefined)	-44

An excerpt from above in order of the E-sel TNF inh value, highest first:
SMILES	E-sel TNF inh
COCCN(Cc1ccccc1)C(=S)Nc1ccc(Cl)cc1	16
Cc1sc2ncnc(NCCCN3CCCC3=O)c2c1C	15
CN(C(=O)c1ccccc1OC1CCN(S(C)(=O)=O)CC1)C1CCOC1 (centres undefined)	-15

Additional records follow:
SMILES	E-sel TNF inh
CCN1CCc2c(OCC(=O)N3CCCc4ccccc43)cccc2C1=O	-56
CCN(CC)S(=O)(=O)c1ccc(N2CCOCC2)c(NCC(=O)Nc2ccc(F)cc2)c1	-19
CCN1CCC2(CC1)N=C(c1ccc(F)cc1)C(=S)N2	6
O=C(N/N=C1/CCc2ccccc21)C1CC1	-19
O=c1[nH]c2ccccc2c(O)c1-c1ccccc1[N+](=O)[O-]	1
COc1ccccc1C(=O)c1cc2ccc(O)cc2oc1=O	9
COc1ccc(C(=O)C2CCCN(C(=O)Cc3c(C)noc3C)C2)cc1OC (centres undefined)	-4
O=C(CC1C(=O)NCCN1Cc1cccc(Oc2ccccc2)c1)NCCn1cccn1 (centres undefined)	1
CSc1cccc(CN2CCC(CO)(Cc3ccccc3)CC2)c1	12
Cn1cnc2cc(NCc3cccs3)ccc21	-13
COCCNS(=O)(=O)c1cc(C(=O)O)ccc1OC	16
NC(=O)COC(=O)c1cccc(S(=O)(=O)N2CCCc3ccccc32)c1	-41
CC(Sc1ncnc2sccc12)C(=O)Nc1ccc(C(N)=O)cc1 (centres undefined)	6
Nc1nnc(SCc2cn3cc(Cl)ccc3n2)s1	-27
O=C(c1ccccc1)c1ccc(OCCOCCN2CCN(Cc3ccccc3)CC2)cc1	2
CCOC(=O)C1CCN(C(=O)C(C)Oc2ccc(Br)cc2)CC1 (centres undefined)	6
O=C1N=c2ccccc2=C1c1sc(Nc2ccc(O)cc2)nc1O	3
O=C(CCC(=O)Nc1ccc(F)cc1)N/N=C/c1c[nH]c2ccccc12	-15
COc1cc(CC(=O)OCC(=O)NC2CC2)cc(OC)c1OC	-29
Cc1ccc(Cl)cc1NC(=O)c1ccccn1	6
Cc1ccc(NC(=O)CSc2ccc(-c3ccco3)nn2)cc1	25
CN(C)/C=C/C(=O)c1ccc(-c2ccc(Cl)cc2Cl)o1	-49
O=C(CC1NCCc2ccccc21)Nc1ccccc1 (centres undefined)	-1
Cn1cnnc1SCC(=O)c1c(N)n(Cc2ccccc2)c(=O)n(C)c1=O	-28
CCCCn1c(N)c(N(CCC(C)C)C(=O)CSc2nnc(Nc3ccccc3)s2)c(=O)[nH]c1=O	-69
CCC1(c2ccc(F)cc2)NC(=O)N(CC(=O)Nc2cc(S(=O)(=O)N(C)C)ccc2Cl)C1=O (centres undefined)	21
O=Cc1cccn1-c1c(C(=O)O)cnn1-c1ccccc1	-12
Cc1ccc(C)c2nc3sc(C(=O)N4CCOCC4)c(N)c3cc12	2
CCNC(=S)NNC(=O)C1CCN(Cc2ccccc2)CC1	-2
COc1cc(CN(C)Cc2nc3cc(C(F)(F)F)ccc3c(=O)[nH]2)ccc1OC(F)F	5
Cc1cc(C)nc(NC(=O)c2c(C(=O)O)noc2C)n1	21
